# VP16 counter = VP16 counterscreen qHTS for inhibitors of ROR gamma transcriptional activity | Drosophila S2 Gal4-VP16 UAS-luciferase, luminescence, 20 h | Potency, µM (series often up to 53.6 µM), for the others: at the highest dose activity, negative = inhibition, usual class: inhibitors | 310,000 compounds, 3.5% hits;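 note: Gal4-VP16 expression switched on by copper sulfate through the metallothionein promoter; % is set by controls: 0 for no effect and ±100 for the full control effect; nearly all actives have a fitted effect of over 50% in size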
# BRCA1 expr up = qHTS Assay to Identify Small Molecule Activators of BRCA1 Expression; MCF7-BRCA1-FFLuc reporter, luminescence, 48 h; response scale: scaled: vehicle 0%, 10 µM genistein 100%; Potency, µM (titrated, usually from 46.1 µM), without a hit: at the top dose activation, usual class: activators; 380,000 compounds, 1.1% hits; AID 624202, 2012; note: nearly all actives have a fitted effect of over 80% in size; some results filed as inactive show a strong effect at the top dose
#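 Using MCF7 cells harboring a BRCA1 firefly luciferase reporter, plated 2 h before compound pinning, the screen measured luminescence after 48 h incubation. Responses were normalized to DMSO and 10 microM genistein, then fitted for concentration-effect.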
# p53 reactivator = qHTS assay for re-activators of p53 using a Luc reporter | 320,000 compounds, 0.063% hits | Potency, µM (highest dose often 92.2 µM), inactives show top-dose activity change, positive = activation, actives largely listed as activators | AID 504706, 2011 | H1299 p53-A138V BP100-luciferase reporter, luminescence, 24 h; note: % of control where 0% means no effect; nearly all actives have a fitted effect of over 45% in size
#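 H1299 (p53-null), stable ts p53-A138V + BP100-Luc; 1000 cells/well, Opti-MEM/10% FBS; cpd 4 pt, 1:5; 24 h, 37 deg C, 5% CO2; detection reagent 10 min RT; luminescence.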
# RORg inh = qHTS for inhibitors of ROR gamma transcriptional activity. Potency, µM (highest dose often 53.6 µM), without a hit: at the highest dose activity change, negative = inhibition, most hits filed as inhibitors. 310,000 compounds, 5.4% hits. AID 2551, 2010. Nuclear receptor ROR-gamma (Mus musculus), P51450. Drosophila S2 Gal4-RORgamma UAS-luciferase reporter, 20 h; note: % is set by controls: 0 for no effect and ±100 for the full control effect; nearly all actives have a fitted effect of over 60% in size
#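 Stable Schneider cell line, Gal4 DNA-binding domain fused to ROR gamma, UAS-luciferase. Cmpd 1 hr RT → CuSO4 700 uM final → 20 hr RT → luciferase reagent 10 min → luminescence.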
# CXXC DNA block = qHTS Fluorescence Polarization Assay for Inhibitors of MLL CXXC domain - DNA interaction; AID 2662, 2010; Potency, µM (titrated, usually from 115 µM), without a hit: at the top dose activity change, negative = inhibition, actives largely listed as inhibitors; MLL-CXXC / FITC-HOXA9 DNA fluorescence polarization; 290,000 compounds, 0.037% hits; Histone-lysine N-methyltransferase 2A (Homo sapiens), Q03164; active = well fitted inhibition curve with a large enough effect in the polarisation, with a control signal flat, not every such curve was filed as active; inconclusive = small, poorly fitted or top-dose-only effect, or effect the other way, or a change in a side signal; inactive = no such curve, though single readings can be large or run the other way; the % refers to the polarisation
#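 Purified MLL-CXXC (added from a 7 uM solution) was preincubated 5 min at ambient with pinned compounds in 50 mM Tris-HCl pH 7.5, 50 mM NaCl, 1 mM DTT, 0.05% BSA. Fluorescein-labeled HOX-A9 DNA (50 nM solution) followed, 30 min, then polarization read.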
# FLuc counter = qHTS profiling assay for firefly luciferase inhibitor/activator using purifed enzyme and Km concentrations of substrates (counterscreen for miR-21 project). AID 588342, 2011. Luciferin 4-monooxygenase (Photinus pyralis), P08659. purified FLuc, Km substrates, luminescence inhibition. 360,000 compounds, 6.9% hits. Potency, µM (titrated, usually from 57.5 µM), inactives show at the top dose activity change, negative = inhibition, most hits filed as inhibitors;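 note: plate controls were vehicle for no effect and reference inhibitor for full effect; nearly all actives have a fitted effect of over 55% in size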
#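 Biochemical qHTS of compounds, final roughly 60 µM downward over six points, against 10 nM purified firefly luciferase using Km concentrations of substrates (10 uM D-luciferin, 10 uM ATP) in Tris acetate pH 7.5 buffer; luminescence output.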
# MBNL1 CUG block = qHTS Assay for Inhibitors of MBNL1-poly(CUG) RNA binding; Muscleblind-like protein 1 (Homo sapiens), Q9NR56; Potency, µM (doses to about 57.5 µM), without a hit: top-dose activity change, negative = inhibition, actives largely listed as inhibitors; 280,000 compounds, 0.036% hits; TR-FRET MBNL1-His/biotin-(CUG)12 binding, 665/545 ratio; active = well fitted inhibition curve with a large enough effect in the signal ratio, with a control signal flat, not every such curve was filed as active; inconclusive = small, poorly fitted or top-dose-only effect, or effect the other way, or a change in a side signal; inactive = no such curve, though single readings can be large or run the other way; the % refers to the signal ratio; note: % is set by controls: 0 for no effect and ±100 for the full control effect
#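 Inhibition of protein-RNA binding appears as loss of TR-FRET between terbium anti-His antibody on MBNL1-His and streptavidin-XL665 on biotin-(CUG)12. Activity is normalized to buffer-only and uninhibited-complex controls.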
# Rab9 prom act = qHTS Assay for Rab9 Promoter Activators. Huh7 Rab9 promoter-luciferase reporter, luminescence, 24 h. Potency, µM (doses to about 9.22 µM), for inactives: at the top dose activation, negative = inhibition, usual class: activators. 320,000 compounds, 2.8% hits; note: % of control where 0% means no effect; nearly all actives have a fitted effect of over 60% in size
#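 Huh7 cells stably carrying Rab9 promoter–luciferase reporter, plated 1500 cells/well, compound added after 2 h and incubated 24 h at 37 °C; luciferase luminescence then read after 10 min with detection reagent.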
# uPA generation = qHTS for Inhibitors of Cell Surface uPA Generation; cell surface uPA generation assay, qHTS; Potency, µM (series often up to 38.3 µM), for the others: at the highest dose activity change, negative = inhibition, actives largely listed as inhibitors; 330,000 compounds, 0.31% hits; active = well fitted inhibition curve with a large enough effect; inconclusive = small, poorly fitted or top-dose-only effect; inactive = no such curve, though single readings can be large or run the other way; tested in mouse RAW 264.7 cells; note: % is set by controls: 0 for no effect and ±100 for the full control effect; nearly all actives have a fitted effect of over 55% in size
# NPC1 promoter act = qHTS Assay for NPC1 Promoter Activators. Huh7 NPC1 promoter luciferase reporter, 24 h. Potency, µM (top dose mostly 9.22 µM), without a hit: at the highest dose activation, most hits filed as activators. 320,000 compounds, 2.4% hits;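 note: % of control where 0% means no effect; nearly all actives have a fitted effect of over 60% in size; reporter is driven by a mutant NPC1 promoter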
#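 Readout is luciferase luminescence, reflecting NPC1 promoter activation in stably transfected Huh7 cells after 24 h compound exposure at 37 °C in reduced-serum medium with 10% FBS.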
# ELG1 genotox = qHTS screen for small molecules that induce genotoxicity in human embryonic kidney (HEK293T) cells expressing luciferase-tagged ELG1 | HEK293T ELG1-luciferase reporter, luminescence, 16 h | Potency, µM (top dose mostly 46 µM), for inactives: at the highest dose activity change, positive = activation, hits mostly activators | 330,000 compounds, 1.3% hits; note: % of control where 0% means no effect; nearly all actives have a fitted effect of over 60% in size
#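 HEK293T cells expressing luciferase-tagged ELG1 were exposed to compound or DMSO vehicle for 16 hr at 37 °C and 5% CO2. Luciferase activity was then measured with ONE-Glo after 30 min at room temperature.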
# Active calls of the source: *; ? = inconclusive; · = not tested or not shown; & = joins results of further samples; [ ] = dose if it differs, or a comment. Unless noted, calls come from the whole dose curve; as a rule, active = well fitted curve in the direction sought with a large enough effect; inconclusive = small, poorly fitted or top-dose-only effect, or another doubt; inactive = no such curve, though single readings can be large; an effect the other way counts as inactive or inconclusive. Potency is the fitted concentration of half-maximal effect. An excerpt, so the mix of outcomes need not match the whole.
SMILES,VP16 counter,BRCA1 expr up,p53 reactivator,RORg inh,CXXC DNA block,FLuc counter,MBNL1 CUG block,Rab9 prom act,uPA generation,NPC1 promoter act,ELG1 genotox
COc1ccc(CC(CC(=O)O)C(=O)Nc2ccc(Cl)c(Cl)c2)cc1 (configuration not stated),5%,3%,-5%,-11%,1%,-16%,-2%,-1%,5%,1%,0%
CCC(=O)N1CCN(c2ccccc2NC(=O)COc2ccc(C(C)C)cc2)CC1,-11%,-25%,-11%,-7%,6%,4%,0%,13%,15%,-1%,-10%
COc1ccc(C(=O)N2CCN(c3ccc(NC(=O)c4ccco4)cc3)CC2)cc1,-3%,-7%,2%,0%,-6%,4%,5%,1%,10%,7%,-9%
COc1cc(C(=S)N2CCOCC2)cc(OC)c1OC(=O)Cc1ccc(F)cc1,-3%,-2%,-8%,19%,-7%,0%,·,4%,-6%,-1%,0%
COc1ccc(CN2C(=O)c3cccnc3C2=O)cc1S(=O)(=O)N1CCCCC1C (configuration not stated),-1%,2%,-1%,-14%,6%,0%,?,-2%,2%,-4%,0%
Cc1cc(NC(=O)C(C)SCC(=O)Nc2ccccc2N2CCCCC2)no1 (configuration not stated),·,-8%,0%,·,·,-2%,·,-2%,5%,-5%,-4%
CCC1(c2ccccc2)NC(=O)N(CC(=O)NCC2COc3ccccc3O2)C1=O (configuration not stated),·,-24%,-9%,·,·,2%,·,0%,10%,3%,0%
COc1ccc(N/N=C(/Oc2ccc([N+](=O)[O-])cc2)C(C)=O)cc1,4%,2%,-13%,15%,7%,1%,?,-1%,8%,-6%,6%
Cc1ccc(-n2c(O)c(C=NC3CCS(=O)(=O)C3)c3ccccc3c2=O)c(C)c1 (configuration not stated),-3%,-16%,-2%,-8%,0%,0%,·,-2%,2%,-3%,-1%
COc1cccc(OC)c1OCCCCn1cnc2ccccc2c1=O,0%,-4%,5%,29%,5%,0%,6%,8%,-1%,-4%,-6%
CCn1ncc(S(=O)(=O)Nc2cc(Cl)ccc2C)c1C,-1%,-3%,-7%,-27%,4%,3%,0%,1%,6%,3%,-7%
Cn1c(NC(=O)c2cc(-c3ccc4c(c3)OCO4)nc3ccccc23)cc(=O)n(C)c1=O,?,?,14%,-10%,4%,2.1µM*,1%,20%,-9%,30%,?
COC(=O)N/N=C/c1cn(CCCOc2ccccc2)c2ccccc12,-19%,-20%,4%,17%,3%,-20%,-3%,?,-4%,?,-5%
COc1ccc(N2C(=O)[C@H]3[C@@H](C2=O)C2c4ccccc4C=NN2[C@H]3C(=O)C(C)(C)C)cc1 (some centres not stated),8%,-18%,-1%,6%,-7%,0%,-2%,-10%,6%,0%,-6%
CCOC(=O)C(=CNc1ccc2c(c1)c1ccccc1n2CC)C(=O)OCC,8%,-1%,2%,11%,0%,-1%,-3%,-8%,4%,-2%,-13%
NCCSSCCN,14%&-3%,9%,11%,7%&-9%,13%&-1%,0%,0%,-1%[46.1 µM],-10%,15%[46.1 µM],-1%
COc1ccc(-c2nc(-c3cccc(C)c3)nc(N3CCN(C)CC3)c2C#N)cc1,-1%,-41%,-2%,-17%,5%,6%,-16%,-10%,2%,-24%,2%
CC(=O)NC(c1ccc(C)cc1)c1cc(Cl)c2cccnc2c1O (configuration not stated),0.63µM*,-67%,26%,1.1µM*,-20%,4%,4%,-38%[inhibitor],-15%,-35%[inhibitor],16%
CCOC(=O)c1cc(-c2ccc(/C=N\n3cnnc3)o2)ccc1Cl,·,0%,-13%,3%[0.365 µM],3%,-3%,?,-6%,-3%,1%,-14%
O=C1CSC(c2ccc(Cl)cc2Cl)N1c1ccccn1 (configuration not stated),2%,-5%,0%,-8%,7%,5%,-1%,-2%,14%,3%,2%
O=C(c1ccco1)N1CCN(Cc2nnc(-c3ccccc3)o2)CC1,0%,9%,-7%,-2%,-2%,4%,-1%,6%,4%,0%,-3%
O=C(COc1ccc(Br)cc1Cl)N1CCN(c2ncccn2)CC1,·,4%,-18%,·,·,·,·,0%,-5%,1%,0%
CN(C)c1ccc(NC(=O)CN2CCC(O)(c3ccccc3)CC2)cc1,7%,-9%,-3%,-1%,2%,-1%,-12%,-8%,3%,-1%,0%
O=C(NCc1nnc(SCc2ccc(C(F)(F)F)cc2)n1-c1ccccc1)C12CC3CC(CC(C3)C1)C2,?,-52%,-21%,14µM*,-1%,-2%,-2%,-1%,4%,-7%,-1%
COc1ccc(CNC(=O)CNC(=O)c2ccc(C(C)(C)C)cc2)cc1OC,11%,-12%,3%,-1%,-8%,?,-6%,-1%,24%,1%,0%
O=C(Cn1c(=O)n(-c2ccc(F)cc2)c(=O)c2sccc21)NC1CCCCC1,7%,-3%,-4%,13%,5%,3%,-4%,2%,8%,-2%,?
O=C(O)CCc1nc2cccnc2n1Cc1ccccc1,1%,-4%,-12%,6%,4%,-1%,10%,-8%,·,0%,3%
CC(=O)c1cn(CC(=O)Nc2ccc(C)cc2C)c2ccccc12,?,-39%,-3%,?,-9%,1%,10%,-31%[inhibitor],-5%,-23%,-3%
OCCn1nc2c3ccccc3nc-2n(-c2ccccc2)c1=S,9%,0%,6%,-12%,5%,-1%,?,2%,-1%,0%,3%
COc1ccc(-c2noc(C(C)n3nc(C)c([N+](=O)[O-])c3C)n2)cc1OC (configuration not stated),6%,-13%,-7%,23%,-1%,-1%,0%,-1%,8%,-3%,1%
CC1CCCC(NC(=O)c2ccc3c(c2)NC(=O)CS3)C1C (configuration not stated),1%,-1%,0%,18%,29%,-3%,1%,-1%,-7%,-1%,0%
Cc1ccc(N2C(=O)C(Cl)=C(N3CCOCC3)C2=O)cc1Cl,?,-2%,3%,18%,-7%,?,13%,0%,-8%,-4%,1%
O=C(OCC(=O)N1c2ccccc2Sc2ccccc21)c1cccnc1,-12%,-14%,-1%,13%,1%,2%,-2%,3%,13%,-4%,-6%
S=c1[nH]nc(CNc2ccc(Cl)cc2)n1Cc1ccccc1,-17%,-11%,0%,3.5µM*,-7%,-15%,-5%,1%,2%,-2%,-4%
CC(C(=O)Oc1ccc2c(c1)OCO2)N1C(=O)c2ccccc2C1=O (configuration not stated),9%,·,2%,26%,7%,-4%,13%,7%,·,3%,1%
COc1ccccc1-c1cc(C(F)(F)F)nc(S(=O)(=O)CCCC(=O)O)n1,?,-45%,-11%,?,22%,0%,-3%,8%,·,-3%,-1%
CN(C)C1N(C(=O)c2ccccc2)N=C2c3ccccc3S(=O)(=O)N21 (configuration not stated),-1%,-3%,-2%,-25%,-1%,1%,-9%,-18%,-4%,0%,0%
C#CCn1c(=NC(=O)c2cccs2)sc2cccc(OC)c21,-22%,-6%,?,-13%,11%,?,31%[activator],30%,-17%,1%,?
COc1cc(/C(C)=N/NC(=O)CN2CCN(S(=O)(=O)c3ccc(C)cc3)CC2)ccc1O,-5%,19%,0%,2%,-2%,0%,-7%,-10%,-12%,-1%,-6%
CC(=O)c1cccc(CN2CCCC(CCC(=O)NCc3ccccc3F)C2)c1 (configuration not stated),-2%,-1%,-6%,1%,14%,2%,-7%,-3%,-5%,-1%,-1%
COC(=O)C1=CN(Cc2ccccc2)C=C(C(=O)OC)C1c1ccc(OC)c(OC)c1,6%,0%,5%,37%,-1%,0%,17%,3%,-6%,1%,-1%
O=C(N/N=C/c1ccccn1)c1cc(-c2ccc3ccccc3c2)n[nH]1,16µM*,-27%,-10%,16µM*,21%,7.6µM*,16%,-4%,-13%,-2%,-4%
CCN1CCN(c2ccc(S(=O)(=O)N3CCOCC3)cc2NC(=O)/C=C/c2cccc(OC)c2OC)CC1,·,-2%,-5%,·,·,1%,·,-4%,-5%,-1%,2%
O=C(CSc1nccn(-c2ccc(Br)cc2)c1=O)NC1CCCC1,·,-18%,-1%,·,·,-2%,·,-6%,5%,-8%,-3%

# Compound activity as filed in PubChem BioAssay.
